Tat export inh: inhibitors of E. coli Tat protein transport; E. coli MC4100 TorA-mCherry Tat export, fluorescence; inhibition, % at 10 µM; actives 0.036% (n = 340,000);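 active means mean replicate inhibition at least 50% and at least half of replicates individually reaching 50%; inconclusive means only one of the two criteria met; inactive means neither criterion met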;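 further: exported cargo escapes ClpAP degradation while cytoplasmic cargo is degraded and loses fluorescence; 0% = median of neutral control wells and 100% = median of NaSCN control wells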
CDK5 p35 inh: blocks human CDK5/p35 kinase activity | Q00535+Q15078 | Recombinant CDK5/p35, ADP-Glo luminescence, 60 min | inhibition, % at 10 µM | actives 0.01% (n = 330,000);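 active means highest replicate inhibition of at least 50% and at least 75% of replicates reaching 50%; inconclusive means only one of the two criteria met; inactive means both criteria failed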;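 further: plate controls were DMSO neutral control for no effect and GW8510 at 10 µM for full effect; many of its hits are not listed in these tables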
Target sequence (Q00535 whole entry, looked up): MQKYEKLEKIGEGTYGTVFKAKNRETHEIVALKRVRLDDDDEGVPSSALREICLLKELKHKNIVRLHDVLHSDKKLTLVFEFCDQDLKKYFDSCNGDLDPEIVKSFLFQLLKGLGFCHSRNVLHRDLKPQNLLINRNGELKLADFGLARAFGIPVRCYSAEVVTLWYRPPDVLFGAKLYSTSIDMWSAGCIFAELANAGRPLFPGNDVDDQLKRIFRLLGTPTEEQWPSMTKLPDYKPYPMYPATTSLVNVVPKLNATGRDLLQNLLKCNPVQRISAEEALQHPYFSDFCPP
Target sequence (Q15078 whole entry, looked up): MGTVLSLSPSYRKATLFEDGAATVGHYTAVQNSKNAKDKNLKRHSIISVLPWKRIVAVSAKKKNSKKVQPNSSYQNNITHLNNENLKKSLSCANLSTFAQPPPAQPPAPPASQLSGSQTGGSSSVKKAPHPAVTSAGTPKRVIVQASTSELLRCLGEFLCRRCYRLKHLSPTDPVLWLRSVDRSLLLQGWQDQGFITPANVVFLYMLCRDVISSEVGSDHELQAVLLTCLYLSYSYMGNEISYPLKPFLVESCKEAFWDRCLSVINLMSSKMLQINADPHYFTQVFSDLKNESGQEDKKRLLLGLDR
Wnt act: Wnt/beta-catenin pathway activation. actives 1.2% (n = 300,000). Wnt/beta-catenin reporter cell assay, activator, plate reader. AID 743398. activation, % at 9.35 µM; in the data active means activation above about 30%, passing the limit was not always enough; inconclusive means no clear call, values can overlap the other calls;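 further: 0% = neutral control wells and 100% = positive control wells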
Rtt109 Vps75: inhibitors of Candida albicans Rtt109/Vps75 histone acetyltransferase. Q5AAJ8. purified Rtt109/Vps75, ThioGlo CoA-SH fluorescence, 4 h. inhibition, % at 34.9 µM. actives 0.16% (n = 330,000). AID 540336;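 active means inhibition of at least 50% in every replicate; inconclusive means best replicate reaches 50% inhibition but some replicates fall short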
Target sequence (Q5AAJ8 whole entry, looked up): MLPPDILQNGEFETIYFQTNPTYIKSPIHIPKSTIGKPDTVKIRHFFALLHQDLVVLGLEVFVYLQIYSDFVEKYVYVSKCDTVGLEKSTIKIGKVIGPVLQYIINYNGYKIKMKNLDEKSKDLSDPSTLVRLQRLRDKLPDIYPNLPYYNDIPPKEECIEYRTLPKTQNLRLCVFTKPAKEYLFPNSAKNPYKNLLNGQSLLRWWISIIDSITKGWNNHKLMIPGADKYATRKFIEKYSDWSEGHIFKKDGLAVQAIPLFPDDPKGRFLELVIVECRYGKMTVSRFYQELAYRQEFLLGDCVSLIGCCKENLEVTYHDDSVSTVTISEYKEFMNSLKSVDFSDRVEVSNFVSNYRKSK
V-ATPase pHluor: alters yeast V-ATPase proton transport; S. cerevisiae, pHLuorin cytosolic pH fluorescence; response, % at 10 µM; actives 0.37% (n = 350,000); AID 504577; in the data active means response mostly above about 7.3%, no sharp cut-off; inactive means mostly below about 5.4%; further: actives read high; inactives centre near 0; some compounds called inactive have numbers as strong as hits
MITF TRPM1 HTS: MITF TRPM1 promoter activation in melanoma cells | SK-MEL-5 TRPM1-promoter luciferase, 24 h; % of positive control, neutral wells = 0 | activation, % at 12.5 µM | actives 0.75% (n = 300,000);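 active means mean activation of at least 80% with every replicate also reaching 80%; inconclusive means mean reaches 80% but some replicate falls short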;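 further: 0% = neutral control wells and 100% = parthenolide positive control wells; values of inactives mirror those of a sister screen read the other way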
CAL PDZ FP-1: inhibitors of human CAL PDZ peptide binding. Q9HD26. purified CAL PDZ, TMR-peptide fluorescence polarization, 1 h. inhibition, % at 20 µM. actives 0.02% (n = 330,000). AID 504414;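 active means highest replicate inhibition of at least 40%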;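 further: plate controls were DMSO neutral control wells for no effect and unlabeled competitor peptide control wells for full effect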
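Read-out basis: mP drop reported as inhibition | Assay system: Tagged CAL PDZ protein CerCALP, purified | Benchmarks: Unlabelled peptide for full inhibition, DMSO wells as neutral | Schedule: 1 h incubation at room temperature before polarization reading | Buffer or medium: Sodium phosphate/NaCl buffer pH 7.4 with TCEP, IgG, Thesit | Doses: Single point, 20 µM | Measured by: Fluorescence polarization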
dFosB act: mouse delta FosB homodimer activation; actives 0.99% (n = 340,000); purified delta FosB, TAMRA-CDK5 oligo fluorescence polarization; percent of positive-control signal above neutral wells; AID 493131; P13346; activation, % at 25 µM;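 active means mean activation above about 17%, with every replicate also reaching it, limit read from the data, passing the limit was not always enough; inconclusive means only one of the two conditions met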;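 further: fluorescence polarization rise as delta FosB binds a TAMRA Cdk5 AP-1 oligo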
CAL PDZ FP-2: blocks peptide binding to the human CAL PDZ domain. purified CAL PDZ, TMR-peptide fluorescence polarization, 1 h. inhibition, % at 24.9 µM. Q9HD26. AID 602252. actives 0.92% (n = 300,000);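 active means mean inhibition of at least 30% with at least half of replicates also reaching 30%; inconclusive means no clear call, values can overlap the other calls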;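 further: 0% = DMSO neutral control and 100% = excess unlabeled competitor peptide PRC23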
cardiac RTF act: increases calcium sensitivity of human cardiac regulated thin filaments. P19429+P45379. IANBD-labeled TnC RTF fluorescence at EC20 calcium; 0% EC20 calcium, 100% full calcium. activation, % at 7.2 µM. actives 0.24% (n = 340,000);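 active means activation above the mean over all tested compounds plus 3 SD, cut at about 30% in these data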;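 further: rise in fluorescence read as greater calcium sensitivity of cardiac thin filaments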
Numbers without * were called inactive; ? = inconclusive; · = no result given.

SMILES	Tat export inh	CDK5 p35 inh	Wnt act	Rtt109 Vps75	V-ATPase pHluor	MITF TRPM1 HTS	CAL PDZ FP-1	dFosB act	CAL PDZ FP-2	cardiac RTF act
Cc1cc(C)c(CN2CCN(C(=O)Cn3cnc4c(NCc5ccccc5)ncnc43)CC2)c(C)c1	-2	0.9	-2	9	0	-43	-0.6	-9	-1	-7
Cc1cccc2c(=O)cc(C(F)(F)F)[nH]c12	2	2.9	0	1	0	4	0.0	-4	-6	9
O=S(=O)(c1ccccc1)N1CCN(C(=S)NCCCN2CCOCC2)CC1	-10	0.3	-7	-5	-4	-5	0.2	3	-4	3
c1cnc2nc(-c3ccc4c(c3)OCO4)cn2c1	-6	-0.1	-2	1	3	87*	-1.3	-2	8	-5
CN1CCN(S(=O)(=O)c2ccc(NC(=O)Cc3cccs3)cc2)CC1	-8	-0.2	-1	7	-1	-2	-0.1	-1	0	0
Cc1ccc(-c2nnn(CC(=O)N(CC3CCCO3)C(C(=O)NC3CCCCC3)c3ccc(F)cc3)n2)o1 (configuration not stated)	0	2.4	·	5	2	-9	-0.8	25*	·	-9
CC(C(=O)O)C(=O)O	-5	0.1	-5	-2	-1	8	-0.2	5	-5	-4
Nc1nc(Cl)nc2ccc(Br)cc12	6	-5.6	·	-5	-2	-4	-1.8	-17	4	7
O=[N+]([O-])c1ncccc1OCc1ccc(Cl)c(Cl)c1	1	-2.2	18	0	0	67	-2.7	2	-4	-1
COc1ccc(N2CCCn3c2nc2c3c(=O)n(Cc3ccccc3F)c(=O)n2C)c(OC)c1	3	-0.7	-6	0	4	-12	-0.8	1	-4	-2
O=C(c1ccc(NS(=O)(=O)c2cccc3cccnc23)cc1)N1CCCCC1	0	-1.3	-1	2	0	12	-5.7	-3	-5	-3
Cc1nc2c(-c3ccc(F)cc3)c(C)nn2c(C)c1CCC(=O)Nc1ccccc1	5	0.4	2	?	3	8	-3.0	11	-1	0
COc1ccccc1N1CCN(CCN2C(=O)C3CCCCN3C2=O)CC1 (configuration not stated)	0	-1.3	0	-3	-9	0	-0.2	-2	-3	6
C=C1c2ccccc2NC(=S)N1Cc1ccc2c(c1)OCO2	3	-0.2	9	-5	3	18	-0.5	-3	-3	3
CCNC(=S)N/N=C(\C)c1cccc(C(F)(F)F)c1	4	0.2	0	1	0	0	-2.6	-8	-4	6
CCc1ccc(S(=O)(=O)NCc2cccs2)cc1	-2	2.7	0	-6	2	-5	-2.0	-1	2	9
O=C(c1cccc(F)c1)N1CCN(C(=O)c2cc(-c3ccc(Cl)cc3Cl)on2)CC1	5	-1.1	·	-8	3	20	-2.5	-12	-1	21
N#Cc1ccc(Oc2cc(C(F)(F)F)nc(-c3ccccn3)n2)cc1	-3	3.1	·	3	1	-1	-1.0	-5	-1	3
COc1ccccc1CCNS(=O)(=O)c1c(C)n(C)c(=O)n(C)c1=O	5	1.5	3	9	-3	·	-2.0	-3	·	0
C/C(=N\NC(=O)CCCNc1cccc(C)c1)c1ccncc1	0	1.5	-1	-8	-2	21	-0.3	-5	·	4
O=C1CCC([N+](=O)[O-])C(c2ccc3c(c2)OCO3)N1 (configuration not stated)	-4	0.4	-2	-15	-3	0	-3.4	1	-3	-2
Cc1ccc(NC(=O)C(C)OC(=O)c2ccc(NS(=O)(=O)c3ccc(F)c(F)c3)cc2)cc1 (configuration not stated)	8	-0.7	·	9	-1	-4	0.5	7	17	-2
COc1ccc2oc(=O)cc(-c3cc4cccc(OC)c4o3)c2c1	-9	1.6	-1	-6	0	-17	-0.3	2	1	-4
CCN(CC)S(=O)(=O)c1ccc(C(=O)NCc2ccc3[nH]c4c(c3c2)CCCC4)cc1	-14	-2.3	-9	-9	-5	·	-0.7	-7	·	1
CC(=O)c1cc2c(C)cc(=O)oc2cc1O	-1	1.0	2	11	7	12	0.0	-3	3	2
NS(=O)(=O)c1ccc(CCNC(=O)CCC(=O)c2cccs2)cc1	-8	1.2	0	7	4	-7	2.0	-3	-5	1
CN1CCN(S(=O)(=O)c2cccc(C(=O)N(C)Cc3c(F)cccc3Cl)c2)CC1	-1	-0.6	1	8	-3	11	-1.1	-10	-2	9
CCN1CCN(C(=S)NCCc2ccccc2)CC1	-9	0.3	·	5	2	43	-0.6	-2	·	-3
CC(=O)Nc1cccc(-c2cnc(N)c(C(=O)c3cccnc3)n2)c1	5	9.1	·	4	1	-44	-2.6	-17	2	3
COc1cc(CNc2ccc(CNc3ncn[nH]3)cc2)ccc1OCc1ccccc1	2	1.0	6	-3	-2	4	-1.5	-12	-3	11

Overlap with the part before: 2 compounds; new compounds follow.
SMILES	Tat export inh	CDK5 p35 inh	Wnt act	Rtt109 Vps75	V-ATPase pHluor	MITF TRPM1 HTS	CAL PDZ FP-1	dFosB act	CAL PDZ FP-2	cardiac RTF act
CC(=O)Nc1cccc(-c2cnc(N)c(C(=O)c3cccnc3)n2)c1	5	9.1	·	4	1	-44	-2.6	-17	2	3
COc1cc(CNc2ccc(CNc3ncn[nH]3)cc2)ccc1OCc1ccccc1	2	1.0	6	-3	-2	4	-1.5	-12	-3	11
O=C(O)CC1SC(=Nc2ccccc2)N(c2ccccc2)C1=O (configuration not stated)	5	0.3	·	-6	-1	-4	0.1	10	0	4
Cc1ccc(NS(=O)(=O)c2cccc(C(=O)N3CCCC(C)C3)c2)cc1 (configuration not stated)	-4	0.0	-4	10	3	-6	-3.4	-7	-5	-9
CCc1c(C)nc2c(C#N)c[nH]n2c1=O	2	0.4	·	1	-5	·	-1.6	-3	1	6
CCOC(=O)C1CCCN(S(=O)(=O)c2ccc(OC)cc2)C1 (configuration not stated)	7	0.0	·	-2	-5	13	·	5	-2	1
CCOC(=O)/C=C/C(=O)Nc1ccccc1C(=O)NC1CCCCC1	2	0.4	·	-11	-2	2	-0.4	-8	-2	-2
COc1ccc(NC(=O)c2cc3n(n2)C(C(F)(F)F)CC(c2ccc4c(c2)OCO4)N3)cc1OC (configuration not stated)	1	-1.3	-7	12	3	-3	-0.3	-18	2	-5
N#CC1=C(N)NC(SCC(=O)c2ccc(Br)cc2)=C(C#N)C12CCCCC2	2	0.6	9	15	5	-9	-0.9	-2	-3	6
Cn1c(SCc2cc(=O)[nH]c(C(C)(C)C)n2)nnc1C(F)(F)F	-4	1.0	19	2	9	5	-0.4	1	·	11
COc1ccccc1NS(=O)(=O)c1ccc(C(=O)N2CCN(c3ccccn3)CC2)cc1	3	0.3	2	-8	1	·	-0.9	-12	-1	3
Cc1ccc(NC(=O)COC(=O)[C@@H]2CC(O)CN2S(=O)(=O)c2ccc3c(c2)OCCO3)cc1 (some centres not stated)	0	-0.6	-2	18	-3	2	-1.0	-8	1	0
COc1cccc(CN2C(=NC(=O)CCC3CCCC3)SC3CS(=O)(=O)CC32)c1 (configuration not stated)	2	-0.8	-2	-7	-1	6	-1.3	-5	11	1
CC1(NC(=O)c2cccc(S(=O)(=O)N3CCN(c4ccc(F)cc4)CC3)c2)CCS(=O)(=O)C1 (configuration not stated)	-8	0.3	11	-1	-1	-11	-0.8	0	1	-6
C(=N\NC1=Nc2cccc3cccc1c23)/c1ccccc1	-10	0.1	·	-1	2	47	1.9	9	-1	4
CCn1c(CSc2nc(C)cc(C)n2)nnc1SCC(=O)Nc1nc(-c2ccccc2)cs1	0	1.0	-5	-4	-4	9	-0.1	-2	0	-1
O=[N+]([O-])C(=C1SCCS1)C(=C(Cl)Cl)N1CCCCC1	8	-1.1	-3	2	3	2	-0.2	-3	-3	-1
C[C@@H](C(=O)NCCc1c[nH]c2ccccc12)[C@H]1C[C@]1(C)[C@H](NC(=O)OCc1ccccc1)c1ccccc1	5	-1.6	-3	1	3	-9	1.4	0	-3	-3
COc1ccccc1CNC(=O)C1CCCN(S(=O)(=O)c2cccc3cccnc23)C1 (configuration not stated)	3	-1.7	-2	-24	-1	-6	0.7	0	6	-2
O=C1CCc2cc(S(=O)(=O)N3CCCCC3)cc3c2N1CC3	-2	-1.2	6	-2	0	5	0.2	3	7	-3
CCN(CC(=O)Nc1c(F)cccc1F)C(=O)c1ccc(N2CCCC2)c([N+](=O)[O-])c1	-2	0.2	-3	-2	-2	5	-0.8	-6	-3	-3
Cc1ccc2c(c1)c1n[nH]c(=S)nc1n2CCc1ccccc1	-5	0.9	4	-8	3	-3	-1.2	-4	-3	2
O=C1CC(c2ccc3c(c2)OCO3)c2cc3c(cc2N1)OCCO3 (configuration not stated)	1	0.4	·	6	3	-7	-0.7	-3	-1	-2
Cc1cc(C(=O)Nc2cccc(O)c2)co1	-2	2.0	-2	-1	-5	36	-0.5	5	-3	-3
CCCSc1ccc([C@@H]2[C@H]3C(=O)N(CC)C(=O)[C@H]3[C@]3(C(=O)OC)CCCCN23)cc1	11	-3.5	1	-1	-3	-7	-0.8	12	-1	9
CC(NC(=O)C(c1ccccc1)c1ccccc1)c1ccccc1 (configuration not stated)	-3	0.1	0	2	-3	2	-0.9	-5	-4	1
CCOc1cc(/C=N/n2cnnc2)ccc1OC(=O)c1cccc([N+](=O)[O-])c1	-3	0.8	·	4	3	-9	-0.2	-10	-1	-2
Cc1ccc(Sc2ccc(CN3CCCCC3)cc2[N+](=O)[O-])cc1	-1	0.6	-4	·	-1	-14	0.1	2	-1	0
CCN(CC)S(=O)(=O)c1ccc(OC)c(NC(=O)c2ccc(N3CCCC3=O)cc2)c1	-1	-0.5	2	3	1	-6	-3.6	-18	-6	-2
COc1cc(NC(=O)c2cc3nc(C)cc(C)n3n2)c(OC)cc1Cl	-2	0.3	·	14	·	100*	-5.4	-14	-13	0
CCOc1ccc(C2=Nn3c(nnc3-c3ccco3)SC2)cc1	-11	0.8	·	-12	1	·	23	-13	-3	-3
Cc1cccc(OCC(=O)NNC(=O)C2CCCCC2C(=O)O)c1 (configuration not stated)	-4	1.4	1	1	3	4	0.8	4	1	2
CCOc1ncccc1C(=O)OCc1c(F)cccc1Cl	5	2.9	-2	·	1	1	0.2	-7	-3	0
CCOC(=O)C(C(=O)Cc1ccccc1)c1ccccc1 (configuration not stated)	-3	0.0	-1	-1	-3	4	0.4	-1	6	-1
CCOC(=O)c1ccccc1NC(=O)c1cccs1	1	-1.3	·	4	-3	3	-0.8	-10	·	0
CC(OC(=O)COc1ccc(Nc2ccccc2)cc1)C(=O)N(C)c1ccccc1 (configuration not stated)	4	-2.5	-3	12	-2	-2	-1.8	-10	-3	-7
Cc1cc(OCc2cc(C(=O)N3CCN(C)C(=O)[C@@H]3C)no2)cc(C)c1Cl	1	-3.3	-6	-5	1	-4	-2.7	-5	-4	0
O=C1C2C3C=CC(C2C(=O)N1c1nccs1)C1C(=O)N(c2nccs2)C(=O)C31 (configuration not stated)	-6	-1.5	-1	-1	-1	0	0.0	2	1	1

Screening results: PubChem, several laboratories
